From PubChem
CHO-K1 Ca antag – M1 antagonist counterscreen hit in parental CHO-K1 cells; 0.6% of 360,000 active; inhibition, % at 3 µM; ATP-induced calcium, Fluo-8 fluorescence; AID 602250;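 active = inhibition above a per-plate cutoff, the plate's mean sample inhibition plus 3 SD, cut at about 24% in these data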;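 also: 0% = DMSO plus EC80 ATP and 100% = DMSO alone without ATP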
M4 PAM – positive allosteric modulators of human muscarinic M4 receptor; P08173; CHO-K1 hM4/Gqi5, Fluo-8 calcium fluorescence, ACh EC20; 0% = ACh EC20, 100% = maximal ACh; activation, % at 3 µM; 0.4% of 360,000 active;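 active = activation above its plate's cutoff, the mean activation of sample wells plus 3 SD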; also: some results filed as inactive read as strong as hits
Target sequence (P08173 whole entry, looked up): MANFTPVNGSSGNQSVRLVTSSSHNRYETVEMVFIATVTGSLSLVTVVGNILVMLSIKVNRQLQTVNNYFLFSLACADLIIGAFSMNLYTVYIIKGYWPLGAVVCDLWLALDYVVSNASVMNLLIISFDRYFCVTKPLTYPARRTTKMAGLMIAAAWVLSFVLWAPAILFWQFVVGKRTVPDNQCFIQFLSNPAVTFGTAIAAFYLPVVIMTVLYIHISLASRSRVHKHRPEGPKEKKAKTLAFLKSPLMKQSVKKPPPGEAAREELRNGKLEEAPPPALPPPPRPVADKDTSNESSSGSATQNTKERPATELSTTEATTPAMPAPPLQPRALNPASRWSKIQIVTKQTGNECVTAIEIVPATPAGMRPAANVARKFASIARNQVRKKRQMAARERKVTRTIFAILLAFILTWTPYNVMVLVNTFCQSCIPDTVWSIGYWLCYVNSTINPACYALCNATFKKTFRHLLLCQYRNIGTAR
CHRM5 antagonist – antagonists of human muscarinic M5 receptor (CHRM5) | 0.59% of 360,000 active | inhibition, % at 3 µM | AID 624040 | CHO-hM5 cells, Fluo-8 calcium fluorescence, ACh EC80 | P08912;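 active = inhibition above a per-plate cutoff, the mean of that plate's test compounds plus 3 SD, cut at about 27% in these data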;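 also: 0% = acetylcholine EC80 with DMSO and 100% = DMSO without agonist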
Target sequence (P08912 whole entry, looked up): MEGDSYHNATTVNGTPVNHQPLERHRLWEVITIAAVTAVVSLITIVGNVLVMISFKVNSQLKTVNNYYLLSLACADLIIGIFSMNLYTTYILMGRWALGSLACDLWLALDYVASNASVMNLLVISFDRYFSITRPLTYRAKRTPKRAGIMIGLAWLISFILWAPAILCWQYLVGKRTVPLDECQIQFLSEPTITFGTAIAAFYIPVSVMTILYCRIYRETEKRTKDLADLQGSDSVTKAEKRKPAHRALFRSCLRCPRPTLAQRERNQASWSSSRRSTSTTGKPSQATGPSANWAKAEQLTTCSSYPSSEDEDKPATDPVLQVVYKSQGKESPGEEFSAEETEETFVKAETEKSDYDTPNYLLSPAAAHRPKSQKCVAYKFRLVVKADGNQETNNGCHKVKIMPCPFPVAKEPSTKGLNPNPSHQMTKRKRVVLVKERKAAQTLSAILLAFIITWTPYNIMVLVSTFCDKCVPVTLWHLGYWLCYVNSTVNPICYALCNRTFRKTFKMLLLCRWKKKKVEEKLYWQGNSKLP
M5 ag – agonists of human muscarinic M5 receptor (CHRM5); P08912; CHO-K1 hM5 cells, Fluo-8 calcium fluorescence; 0% DMSO wells, 100% maximal acetylcholine response; activation, % at 3 µM; 0.19% of 360,000 active; AID 624037;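 active = activation above the run's mean over test compounds plus 3 SD, cut at about 23% in these data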;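 also: signal is peak over basal fluorescence ratio across the kinetic read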
M4 antag – CHRM4 antagonism in calcium assay; P08173; CHO-hM4 cells, ACh EC80, Fluo-8 calcium fluorescence; inhibition, % at 3 µM; 0.73% of 360,000 active; AID 624125;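 active = inhibition above its plate's cutoff, the mean inhibition of sample wells plus 3 SD, cut at about 27% in these data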;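 also: 0% = acetylcholine EC80 with DMSO and 100% = DMSO without agonist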
M4 ag – agonists of human muscarinic M4 receptor (CHRM4) | 0.14% of 360,000 active | activation, % at 3 µM | P08173 | CHO-K1 hM4/Gqi5, Fluo-8 calcium fluorescence; vehicle 0%, full acetylcholine response 100%;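 active = activation above the run mean over all test wells plus 3 SD, cut at about 32% in these data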;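 also: peak over basal fluorescence ratio per well then scaled between controls; 0% = DMSO wells and 100% = acetylcholine at EC100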
CHO-K1 Ca ag – nonselective activator or artifact in parental CHO-K1 cells. 0.48% of 360,000 active. activation, % at 3 µM. Fluo-8 calcium fluorescence; scaled to maximal ATP response, vehicle zero. AID 602248; in the data active = activation above about 15%;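 also: untransfected CHO-K1 host cells lacking M1 receptor as counterscreen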
CHO-K1 Ca PAM – counter-screen for M1 PAMs: effect in parental CHO-K1 cells; ATP EC20, Fluo-8 calcium fluorescence; 0% at ATP EC20, 100% at ATP max; activation, % at 3 µM; 0.02% of 360,000 active;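 active = activation above the run cutoff, the mean activation of all test compounds plus 3 SD, cut at about 40% in these data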;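 also: peak over basal fluorescence ratio in a 140 s read after ATP addition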
M5 PAM – positive allosteric modulators of human muscarinic M5 receptor. AID 624038. activation, % at 3 µM. P08912. CHO-K1 hM5, Fluo-8 calcium, ACh EC20 PAM; 0% = ACh EC20, 100% = ACh EC100. 0.3% of 360,000 active;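 active = activation above the run cutoff, the mean activation of all test compounds plus 3 SD, cut at about 18% in these data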
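system = human M5 receptor in CHO-K1 cells | compound = one concentration, 3 µM final (nominal) | schedule = Post-acetylcholine fluorescence recording 140 s | signal = Fluo-8 calcium dye fluorescence, kinetic read | benchmarks = low control EC20 acetylcholine (0%), high control EC100 acetylcholine (100%) | repeats = singlicate, one well per test compound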
* = called active by the depositor. Rows are unselected; about 2.7% have a hit in one of these screens.

entry	Molecule	CHO-K1 Ca ag	M5 ag	CHRM5 antagonist	M4 ag	M4 antag
1	Cc1ccc(S(=O)(=O)c2nc(S(=O)(=O)c3ccccc3)sc2N2CCN(C)CC2)cc1	2.1	-3	3	5	-2
2	Cc1ccc(C(=O)OC(C)C(=O)NC2CCCCC2C)s1 (configuration not stated)	0.2	3	7	1	-5
3	COc1ccc(C2CC(C)(c3ccc(OC)cc3OC)Nc3ccccc3N2)c(OC)c1 (configuration not stated)	1.5	1	15	5	-9
4	COC(=O)CN1C(=O)[C@H]2[C@@H](C3CC3)N3C(=O)CN(Cc4ccc(-c5ccccc5)cc4)C(=O)[C@@]3(Cc3ccccc3)[C@H]2C1=O	0.4	-2	9	2	-1
5	NC(=O)C1CCN(c2nc3c(S(=O)(=O)c4ccccc4)nnn3c3ccccc23)CC1	1.0	-2	-7	2	-2
6	COc1ccccc1CN(C)CC(=O)Nc1cccc(S(=O)(=O)N2CCCC2)c1	0.5	-10	16	3	-2
7	COc1ccc(S(=O)(=O)N(C)C)cc1NC(=O)CSc1ncccn1	0.6	0	-3	0	2
8	COC(=O)CN(c1nc(C)c(Cl)c(OC)n1)S(=O)(=O)c1ccc(C)cc1	-0.4	-14	-2	-1	0
9	CCOC(=O)C1(C)CCCN(C(=O)c2ccc3c(c2)OCO3)C1 (configuration not stated)	1.0	-1	0	1	-4
10	C/C=C/c1ccccc1OCc1ccc(C(=O)O)o1	0.1	-2	-4	0	-4
11	CC(C)CN(CC(C)C)C1=N/C(=C\c2ccco2)C(=O)N1c1ccccc1	0.0	2	-11	0	-4
12	COCCSc1nnc(NS(=O)(=O)c2ccccc2)s1	8.4	-4	15	1	-4

entry	M5 PAM	CHO-K1 Ca antag	CHO-K1 Ca PAM	M4 PAM
1	-4	-2	-14	1
2	4	-22	6	7
3	-1	-11	6	-4
4	-3	-17	16	0
5	6	-10	7	-4
6	-11	-9	-3	6
7	2	-12	24	4
8	-5	9	-7	-3
9	2	-11	19	1
10	7	-6	2	11
11	4	-12	16	4
12	-8	6	12	7

Filtered by structure: the compounds so far containing sulfur.
entry	Molecule	CHO-K1 Ca ag	M5 ag	CHRM5 antagonist	M4 ag	M4 antag
1	Cc1ccc(S(=O)(=O)c2nc(S(=O)(=O)c3ccccc3)sc2N2CCN(C)CC2)cc1	2.1	-3	3	5	-2
2	Cc1ccc(C(=O)OC(C)C(=O)NC2CCCCC2C)s1 (configuration not stated)	0.2	3	7	1	-5
5	NC(=O)C1CCN(c2nc3c(S(=O)(=O)c4ccccc4)nnn3c3ccccc23)CC1	1.0	-2	-7	2	-2
6	COc1ccccc1CN(C)CC(=O)Nc1cccc(S(=O)(=O)N2CCCC2)c1	0.5	-10	16	3	-2
7	COc1ccc(S(=O)(=O)N(C)C)cc1NC(=O)CSc1ncccn1	0.6	0	-3	0	2
8	COC(=O)CN(c1nc(C)c(Cl)c(OC)n1)S(=O)(=O)c1ccc(C)cc1	-0.4	-14	-2	-1	0
12	COCCSc1nnc(NS(=O)(=O)c2ccccc2)s1	8.4	-4	15	1	-4

entry	M5 PAM	CHO-K1 Ca antag	CHO-K1 Ca PAM	M4 PAM
1	-4	-2	-14	1
2	4	-22	6	7
5	6	-10	7	-4
6	-11	-9	-3	6
7	2	-12	24	4
8	-5	9	-7	-3
12	-8	6	12	7

The results go on:
entry	Molecule	CHO-K1 Ca ag	M5 ag	CHRM5 antagonist	M4 ag	M4 antag
13	CC(Oc1ccc(Br)cc1)C(=O)O/N=C(\N)c1ccncc1 (configuration not stated)	0.8	0	-13	4	-19
14	O=C(O)c1ccc(-c2nc3ccccc3[nH]2)cc1	0.4	1	15	1	-5
15	CC(=O)c1ccc(NC(=O)CCCN2C(=O)/C(=C/C(C)=C/c3ccccc3)SC2=S)cc1	-0.4	-1	-2	1	-2
16	O=S(=O)(Nc1nnc(C2CC2)s1)c1ccccc1	0.1	-4	3	1	-27
17	Cc1nnc(SCC(=O)NNC(=O)c2ccccc2)n1N	-0.3	-2	-4	0	-20
18	O=[N+]([O-])c1cc(S(=O)(=O)NCCN2CCOCC2)ccc1Cl	0.6	-2	0	2	-17
19	O=C(NCc1ccc(Cl)cc1)c1nccnc1CO	0.6	-7	9	0	15
20	COc1ccc(S(=O)(=O)N2CCCCCC2)cc1C(=O)OC(C)C(N)=O (configuration not stated)	5.0	2	-10	1	-4
21	c1ccc(-c2nc(NCC3CCCO3)c3ccccc3n2)nc1 (configuration not stated)	0.5	-2	0	1	-7
22	CC(C)(C)n1nnnc1C(c1cccnc1)N1CCN(c2ccccn2)CC1 (configuration not stated)	0.5	-5	1	0	-3
23	CCn1c(=O)c2ccccc2n2c(SCC(=O)N3CCc4ccccc4C3)nnc12	-0.2	1	-1	-1	0
24	COc1ccc(NC(=O)CN(C)S(=O)(=O)c2ccc(C)cc2)c([N+](=O)[O-])c1	0.3	0	-2	0	7

entry	M5 PAM	CHO-K1 Ca antag	CHO-K1 Ca PAM	M4 PAM
13	1	-10	21	-4
14	-10	-5	21	-3
15	0	13	-11	5
16	-4	-12	3	4
17	4	-8	10	7
18	2	-8	13	6
19	-4	-4	-1	-4
20	4	7	-3	1
21	0	22	-7	11
22	8	-15	20	6
23	0	-1	13	2
24	2	16	-13	0

Along the list, quoted from above.
Nos. 15–24 in CHO-K1 Ca ag: -0.4, 0.1, -0.3, 0.6, 0.6, 5.0, 0.5, 0.5, -0.2, 0.3

Further compounds
entry	Molecule	CHO-K1 Ca ag	M5 ag	CHRM5 antagonist	M4 ag	M4 antag
25	O=S(=O)(NCCCN1CCN(c2ccccc2F)CC1)c1cccc2cccnc12	8.0	1	-5	6	-15
26	Cc1ccc(-c2c(C(=O)N/N=C/c3cccc(Cl)c3)nnn2-c2nonc2N)cc1	1.2	0	-10	4	-1
27	Cc1ccccc1-c1cnc(C(O)c2ccc(Cl)cc2)[nH]1 (configuration not stated)	2.7	1	3	5	-4
28	Cc1ccc(C)c(S(=O)(=O)N2CCCC2CNC(=O)C(=O)NCc2ccccn2)c1 (configuration not stated)	-0.1	2	-1	2	-13
29	COc1ccccc1CNC(=O)[C@@H](NC(=O)C1CCN(C(=O)[C@@H]2CCCN2C(=O)OC(C)(C)C)CC1)C(C)C	0.0	0	3	1	-9
30	Cc1cccc2cc3c(N)c(C(=O)N4CCc5ccccc54)sc3nc12	33*	17	22	16	19
31	Nc1ncnc2c1ncn2[C@@H]1O[C@H](CNCc2ccc(OCC(=O)Nc3nccs3)cc2)[C@@H](O)[C@H]1O	-0.1	0	-7	0	-8
32	O=C(COc1ccccc1Cl)Nc1cccc(S(=O)(=O)N2CCCC2)c1	2.2	-1	19	7	11
33	COc1ccc(-n2c(=S)[nH]c3cc(C(=O)Nc4ccc(F)cc4)ccc3c2=O)c(OC)c1	10	2	7	5	-8
34	CCc1nc2nc(C)c(NS(=O)(=O)c3ccc(Cl)cc3)c(=O)n2[nH]1	0.3	-2	7	2	-5
35	CC1CC(N(C(=O)C2CC2)c2ccccc2)c2ccccc2N1C(=O)C1CC1 (configuration not stated)	-0.2	-5	1	0	-4
36	CC/C(=N/O)C(=O)c1ccc(Br)cc1	0.5	-1	-1	-1	-5

entry	M5 PAM	CHO-K1 Ca antag	CHO-K1 Ca PAM	M4 PAM
25	-5	2	19	4
26	3	5	14	-4
27	2	-4	-3	2
28	1	-5	1	2
29	1	1	1	6
30	-6	44*	-1	-7
31	0	-3	-7	0
32	-11	2	-8	-9
33	-5	4	-8	-3
34	-1	-3	15	3
35	-4	-14	15	18
36	-7	-2	14	5

Additional entries
entry	Molecule	CHO-K1 Ca ag	M5 ag	CHRM5 antagonist	M4 ag	M4 antag
37	Cc1cc(C(F)(F)F)nc(-n2cc(-c3cccc(N)c3)nn2)n1	12	2	11	3	0
38	Cc1ccc(C(=O)NCCNC(=O)c2ccco2)cn1	0.0	-3	22	0	8
39	Cc1cc(NC(=O)CSc2nnc(-c3ccncc3)n2-c2ccc(F)cc2)no1	0.0	0	18	0	9
40	Cc1ccc(NC(=O)CN(C)C(=O)Cn2cc(C(F)(F)F)cc(Cl)c2=O)cc1	0.1	-3	-4	0	4
41	Cc1ccc(NC(=O)C(C)OC(=O)CCNS(=O)(=O)c2ccc(C)cc2)cc1 (configuration not stated)	0.8	0	-11	1	-3
42	CCOC(=O)C1=C(COC(=O)/C=C/c2cccc([N+](=O)[O-])c2)NC(=O)NC1C (configuration not stated)	4.0	3	8	11	-22
43	Cc1cc(C)cc(CC(=O)N2CCC2(C)C(=O)NS(=O)(=O)Cc2ccccc2)c1 (configuration not stated)	-0.1	-1	-4	1	-7
44	COc1ccc(C(=O)N(C)Cc2ccccc2F)cc1S(=O)(=O)N1CCCC1	1.1	1	7	3	7
45	O=C(Nc1ccc2c(c1)OCO2)c1ccc([N+](=O)[O-])cc1[N+](=O)[O-]	1.2	-2	-5	3	-20
46	O=C(O)CCCC(=O)Nc1ccc(-n2ccc(C(F)(F)F)n2)cc1	0.4	-1	8	1	-5
47	CCn1c(NCc2cc(Cl)ccc2O)nc2ccccc21	1.0	-1	8	2	2
48	CCc1nnc(NC(=O)CN2C(=O)c3ccccc3C2=O)s1	0.5	3	-4	2	-5

entry	M5 PAM	CHO-K1 Ca antag	CHO-K1 Ca PAM	M4 PAM
37	-3	-5	12	1
38	-4	-6	12	-3
39	-11	-5	-10	-1
40	-1	-11	8	-9
41	2	1	-6	9
42	-3	0	16	3
43	2	7	1	1
44	1	-14	8	3
45	-2	-13	16	-3
46	2	-9	21	11
47	-3	-8	21	-13
48	0	-29	22	10

New compounds follow:
entry	Molecule	CHO-K1 Ca ag	M5 ag	CHRM5 antagonist	M4 ag	M4 antag
49	Cc1nc(C)n(CC(C)C(=O)N2CCN(S(=O)(=O)c3ccc(Cl)cc3)CC2)n1 (configuration not stated)	0.4	-3	13	0	9
50	O=C(NC1CCCCCC1)c1cc2c(=O)n3ccccc3nc2s1	0.6	-3	7	1	5
51	CC1CN(C2CCN(C(=O)c3cccc(Cl)c3)CC2)CC(C)O1 (configuration not stated)	0.3	-5	4	0	2
52	COc1cccc(-c2oc3c(c2-c2ccc(Br)nc2)C(O)CCC3)c1 (configuration not stated)	0.6	-4	4	-2	-18
53	COc1ccccc1C(=O)N1CCN(c2ccc(N3CCOCC3)nn2)CC1	0.2	-1	6	-1	-1
54	COc1ccc(NC(=O)c2cc(-c3cc(OC)c(OC)c(OC)c3)nc3ccccc23)c(OC)c1	0.6	0	4	3	-11
55	CC(C)Sc1nc(N2CCOCC2)c2c3c(sc2n1)COC(C)(C)C3	-0.1	1	-2	0	2
56	C[C@@H]1CN(Cc2cn(C)nc2-c2cccc(Cl)c2)C[C@H](C)O1	0.5	-2	13	0	5
57	CC(C)c1cc(CN2CCOCC2)cc(C(C)C)c1O	1.7	-9	6	0	-5

entry	M5 PAM	CHO-K1 Ca antag	CHO-K1 Ca PAM	M4 PAM
49	2	1	-19	-9
50	-6	0	0	-13
51	-1	-5	14	2
52	-4	-11	7	8
53	4	-7	-1	12
54	0	1	-30	-1
55	6	10	-3	1
56	-5	-7	22	0
57	-1	-18	15	3
